CHO-K1 Ca antag: counter-screen for M1 antagonists: effect in parental CHO-K1 cells; ATP-induced calcium, Fluo-8 fluorescence; inhibition, % at 3 µM; 0.6% of 360,000 active; AID 602250;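 active = inhibition above a per-plate cutoff, the plate's mean sample inhibition plus 3 SD, cut at about 24% in these data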;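 also: 0% = DMSO plus EC80 ATP and 100% = DMSO alone without ATP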
CHO parental Ca: ATP-evoked calcium signal inhibitors, parental CHO, primary screen, counter-screen for OX1R antagonist project, cell-based, fluorescence, Fluo-8 calcium dye | parental CHO-K1, ATP-induced calcium, Fluo-8 fluorescence | inhibition, % at 5.6 µM | 0.63% of 330,000 active;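 active = inhibition above that plate's mean sample inhibition plus 3 SD, cut at about 26% in these data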;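 also: 0% = ATP-challenged DMSO wells and 100% = DMSO wells without ATP; some compounds past the cut are filed as inactive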
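Material: parental CHO cells / Compound: single nominal dose of 5.6 µM per compound / Signal: Fluo-8 fluorescence / Replicates: singlicate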
CHO-K1 Ca ag: counter-screen for M1 agonists: effect in parental CHO-K1 cells. AID 602248, 2012. 0.48% of 360,000 active. activation, % at 3 µM. Fluo-8 calcium fluorescence; scaled to maximal ATP response, vehicle zero; in the data active = activation above about 15%;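 also: untransfected CHO-K1 host cells lacking M1 receptor as counterscreen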
TAAR1 antag: human TAAR1 antagonists, primary screen, Fluo-8 calcium fluorescence, CHO RD-HGA16 cells; Trace amine-associated receptor 1 (Homo sapiens), Q96RJ0; antagonist; inhibition, % at 3 µM; 1.5% of 360,000 active;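 active = inhibition above a per-plate cutoff, the mean inhibition of test compounds on that plate plus 3 SD, cut at about 49% in these data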;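 also: 0% = DMSO plus EC80 beta-PEA response and 100% = DMSO alone without agonist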
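Test system – hTAAR1-expressing CHO RD-HGA16 cells, Gα16-coupled · Reagent – β-PEA at EC80 concentration, post-compound challenge · Compound dosing – 3 µM, single point · Timing – 140 s kinetic read after compound, 140 s after agonist · Detection – Fluo-8 intracellular calcium dye fluorescence, real-time kinetic reads · Control set – DMSO and EC80 PEA controls · Repeats – n of 1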
OXTR potentiate: human OXTR potentiators, primary screen, fluorescence, CHO-OTR cells, Fluo-8 calcium; Oxytocin receptor (Homo sapiens), P30559; Fluo-8 calcium fluorescence, potentiator mode; 0% = oxytocin EC15, 100% = EC100; activation, % at 3 µM; 0.061% of 320,000 active; AID 2445, 2010;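 active = activation above that plate's cutoff, the mean activation of tested compounds plus 3 SD, cut at about 6.6% in these data, passing the limit was not always enough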;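 also: 100% uses oxytocin at 75 nM as the full agonist control; some results filed as inactive read as strong as hits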
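Measured by – Fluo-8 calcium dye fluorescence · Test system – human OTR in CHO cells · Dosing – one concentration, 3.0 µM compound · Controls – EC15 oxytocin alone as 0%, 75 nM oxytocin as 100% · Evaluation – normalized max/min fluorescence ratio, % activation · Timing – 6 min pre-incubation, 100 s read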
TAAR1 ag: human TAAR1 agonists, primary screen, Fluo-8 calcium fluorescence, CHO RD-HGA16 cells; Trace amine-associated receptor 1 (Homo sapiens), Q96RJ0; vehicle wells 0%, saturating PEA agonist 100%; activation, % at 3 µM; 0.99% of 360,000 active; AID 624467, 2012;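 active = activation above the mean activation of all test compounds in the run plus 3 SD, cut at about 38% in these data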
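Assay system: CHO-derived RD-HGA16 cells with stable Gα16 and human TAAR1; timing: 17-24 h seeding, 75 min 37 °C dye, 30 min RT; read-out: % activation from peak over basal fluorescence ratio, DMSO-to-PEA scaled; measured by: kinetic Fluo-8 calcium fluorescence; benchmarks: low control DMSO, high control PEA (EC100); doses: 3 µM single concentration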
CHRM1 agonist: human M1 muscarinic receptor agonists, primary screen, Fluo-8 calcium fluorescence, CHO-K1 cells, HTS | AID 588814, 2011 | CHO-K1 hM1, agonist mode; 0% DMSO, 100% acetylcholine EC100 | 0.33% of 360,000 active | activation, % at 3 µM | Muscarinic acetylcholine receptor M1 (Homo sapiens), P11229;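 active = activation above the run's mean compound activation plus 3 SD, cut at about 16% in these data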;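 also: peak over basal fluorescence ratio within a 140 s kinetic read after compound addition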
Target sequence (P11229 whole entry, looked up): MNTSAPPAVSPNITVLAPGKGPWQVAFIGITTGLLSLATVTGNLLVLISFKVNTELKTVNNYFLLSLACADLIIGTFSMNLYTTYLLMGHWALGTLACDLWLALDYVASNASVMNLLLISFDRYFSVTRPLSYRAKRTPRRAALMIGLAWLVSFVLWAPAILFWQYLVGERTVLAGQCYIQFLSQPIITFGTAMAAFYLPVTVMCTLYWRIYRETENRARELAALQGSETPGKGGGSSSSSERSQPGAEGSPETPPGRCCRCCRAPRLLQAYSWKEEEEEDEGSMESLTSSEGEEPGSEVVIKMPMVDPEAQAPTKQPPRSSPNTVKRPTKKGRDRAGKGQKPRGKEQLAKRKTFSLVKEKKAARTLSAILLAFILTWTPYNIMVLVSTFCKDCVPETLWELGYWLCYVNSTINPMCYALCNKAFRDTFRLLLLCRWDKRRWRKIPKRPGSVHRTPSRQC
V1R ag counter: agonists of human V1a receptor, primary screen, counter-screen for OXTR agonist project, fluorescence, CHO-V1R cells; Vasopressin V1a receptor (Homo sapiens), P37288; Fluo-8 calcium fluorescence, agonist mode; 0% DMSO, 100% 3 nM vasopressin; activation, % at 3 µM; 0.25% of 320,000 active;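 active = activation above the mean activation of all tested compounds plus 3 SD, per screening run, cut at about 20% in these data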;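 also: signal is peak over basal fluorescence ratio across a 100 second FLIPR read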
Target sequence (P37288 whole entry, looked up): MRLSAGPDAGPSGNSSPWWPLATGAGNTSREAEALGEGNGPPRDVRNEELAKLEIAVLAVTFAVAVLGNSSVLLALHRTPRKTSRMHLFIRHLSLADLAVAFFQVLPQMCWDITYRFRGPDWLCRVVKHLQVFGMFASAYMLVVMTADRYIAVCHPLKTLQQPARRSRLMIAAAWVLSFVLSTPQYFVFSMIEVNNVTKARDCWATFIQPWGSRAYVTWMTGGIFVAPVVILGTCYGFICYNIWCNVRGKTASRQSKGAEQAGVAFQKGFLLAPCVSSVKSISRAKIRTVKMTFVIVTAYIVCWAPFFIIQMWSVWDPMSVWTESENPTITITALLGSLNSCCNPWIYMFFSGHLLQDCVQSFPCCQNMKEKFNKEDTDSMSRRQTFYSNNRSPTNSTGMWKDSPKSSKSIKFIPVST
CHO-K1 Ca PAM: nonselective calcium activators in parental CHO-K1 cells, primary screen, counter-screen for M1 PAM project, cell-based, Fluo-8 calcium fluorescence, full deck, 1536-well; ATP EC20; 0% at ATP EC20, 100% at ATP max; activation, % at 3 µM; 0.02% of 360,000 active;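 active = activation above the run cutoff, the mean activation of all test compounds plus 3 SD, cut at about 40% in these data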;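 also: peak over basal fluorescence ratio in a 140 s read after ATP addition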
Active calls of the source: *; . = no result given. The order is random; any-hit rate near 3.3%.

SMILES	CHO-K1 Ca antag	CHO parental Ca	CHO-K1 Ca ag	TAAR1 antag	OXTR potentiate	TAAR1 ag	CHRM1 agonist	V1R ag counter	CHO-K1 Ca PAM
COc1ccc(CNC(=O)C(c2ccco2)N(C(=O)c2snc(C(N)=O)c2N)c2ccccc2OC)cc1 (centres undefined)	-8	-16	2.1	7	-3	3	-9	1.8	3
Cc1ccc(CN2CCN(/N=C/c3ccc(C)s3)CC2)c(C)c1	-12	-14	1.5	-24	-7	6	-8	-0.1	24
Cc1cccc2cc(CN(CC3CCCO3)C(=O)c3cccs3)c(=O)[nH]c12 (centres undefined)	-10	-2	0.1	6	0	1	-3	1.4	-6
COc1cc(CN2C[C@@H](CO)O[C@@H](n3cnc4c(NCCCO)ncnc43)C2)cc(OC)c1OC	-10	.	0.5	-7	.	0	-3	.	15
COc1cc([N+](=O)[O-])ccc1NC(=O)CCCOc1ccc(C)cc1	-2	-9	-0.2	-3	2	3	-6	-0.9	13
COc1ccc(-c2nc(CS(=O)(=O)CC(=O)NCCCc3ccccc3)c(C)o2)cc1	-15	-24	1.6	2	-15	7	0	5.0	15
COc1ccc(/C=N/NC(=O)Cn2c(Cc3ccc(OC)c(OC)c3)nc3ccccc32)cc1OC	13	-16	-0.5	1	-5	4	-3	0.2	-13
CSc1ccc(CNCC2CCCO2)cc1 (centres undefined)	-8	4	1.0	9	-3	3	-7	1.2	17
COc1cccc(CNC(=O)c2cc(=O)[nH]c3ccc(S(=O)(=O)N4CCOCC4)cc23)c1	-4	-2	-0.2	-12	1	2	-4	0.0	-18
C[C@@H]1CNC(=O)c2c(C(=O)N[C@H](C)c3ccccc3)ncn21	2	.	0.6	-2	.	3	-4	.	-9
CC(CCc1ccc(O)cc1)NCc1ccc(Cl)cc1Cl (centres undefined)	5	2	1.2	-6	-12	5	-9	5.9	1
C=CCn1c(SCC(=O)Nc2cc(C)on2)nnc1C1COc2ccccc2O1 (centres undefined)	-14	-30	0.9	-2	-7	3	-4	-0.5	5
COc1ccc(NS(=O)(=O)c2cc(NC(=O)/C=C/c3ccccc3OC)ccc2N2CCCCC2)cc1	-13	-16	0.6	-7	-6	1	-7	0.9	24
Cn1nnnc1SCC(=O)NCc1ccccc1	-1	-7	-0.2	-8	0	0	-3	-0.3	2
O=C(COc1ccccc1)Nc1c2c(nn1-c1ccc(F)cc1)CS(=O)(=O)C2	4	-11	0.3	-15	-6	1	-1	-0.2	7
Cc1nn(-c2ccccc2)c(C)c1/C=N/NC(=O)c1cc(-c2cccc3ccccc23)n[nH]1	-4	-11	1.2	33	-13	3	-6	0.1	8
O=C(CN(Cc1cccs1)C(=O)CNS(=O)(=O)c1ccccc1)NCc1ccco1	-8	.	0.3	-2	.	7	-3	.	3
O=C(COC(=O)c1ccc(Br)o1)NCc1ccco1	-6	-7	0.5	-9	-17	7	-4	-0.5	19
CCCOc1ccc(/C(O)=C2/C(=O)C(=O)N(c3cc(C)on3)C2c2ccc(C(=O)OC)cc2)cc1 (centres undefined)	7	-11	0.1	15	-5	6	-3	1.0	2
COc1ccc(-c2nc(CN3CCCCC3c3nccn3C)c(C)o2)c(C)c1C (centres undefined)	10	-23	0.0	-12	-8	-2	-7	-1.4	-6
O=S(=O)(c1ccccc1Cl)N1CCCC1c1nc(-c2ccccc2Cl)no1 (centres undefined)	-10	-12	1.5	19	-18	11	0	1.6	14
COc1ccc(CC(=O)OCc2cc3cccc(C)c3[nH]c2=O)cc1	-4	-11	2.3	.	-1	.	-3	-1.2	18
CC(=O)CSc1nnc(-c2ccc(S(=O)(=O)N3CCOCC3)cc2)n1C	-10	-2	2.3	3	-8	-2	-5	1.9	12
O=C1CN(C(=O)c2cccs2)c2ccccc2N1	-23	-13	-0.3	-9	-5	1	0	2.7	14
O=C(c1cc2ccccc2o1)N1CCN=C1SCc1cccc(F)c1	-4	0	0.7	2	4	1	-3	-0.4	19
CC1CN(S(=O)(=O)c2cn(C)c(=O)n(C)c2=O)CC(C)O1 (centres undefined)	9	2	0.1	-24	-3	2	0	1.1	-6
COC(=O)c1cn(C(=O)c2cc(Cl)ccc2Cl)c2ccccc12	-2	-9	0.2	12	4	3	0	1.1	-10
CCCCN(C(=N)N1CCCCC1)c1nc(C)c([N+](=O)[O-])c(=O)[nH]1	-3	-8	0.1	2	4	1	-4	0.0	8
COc1ccc(C(=O)COC(=O)c2c(C)noc2C)cc1Cl	-14	-11	2.0	-15	-4	3	-3	3.8	3
COc1cccc(NC(=S)NC(=O)c2cncc(Br)c2)c1	2	-16	0.4	-24	-3	7	-2	-0.8	-17
COc1cc(Cl)c([C@@H]2C[C@H]3CN(c4ccccc4)C(=O)[C@]34CCCN24)cc1OC	9	-25	-0.4	-4	3	4	-11	1.6	-11
C=C(C)CNC(=S)Nc1cccc(N)n1	-8	.	0.6	-6	.	-1	-6	.	24
O=C(CSc1nc2ccccc2c(=O)[nH]1)N1CCN(c2ccccc2)CC1	4	-24	0.6	-18	-6	0	-1	0.1	3
COCCCN1C(=O)c2ccc(C(=O)OCC(=O)NCc3cccc(OC)c3)cc2C1=O	-11	-9	0.6	-10	2	6	-3	4.3	12
CCOc1nc2cnccc2n(CC(=O)Nc2ccc(C)c(C)c2)c1=O	-11	-17	0.1	-7	0	1	0	1.4	18
COc1cc([N+](=O)[O-])cc2cc(C(=O)N3CCCC3)c(=O)oc12	-2	-7	-0.3	-7	-5	5	-7	0.0	15
O=C(Oc1ccc([N+](=O)[O-])cc1)c1cc(-c2ccccc2)nc2ccccc12	-4	-7	3.2	-4	-17	3	3	4.7	14
COc1cc(OC)nc(C(NC(=O)C2CCN(Cc3ccc(N(C)C)cc3)CC2)c2ccc(F)cc2)n1 (centres undefined)	2	.	0.3	-24	.	3	-8	.	6
COc1ccc(CNC(=O)Nc2nc(C(N)Cc3ccc(Cl)cc3)cs2)cc1 (centres undefined)	11	.	10	66*	.	50*	10	.	14
CC(=O)C1C(c2ccc(C)cc2)c2c(noc2C)CC1(C)O (centres undefined)	-23	4	0.3	4	-8	7	-6	-0.2	21
Cc1cccc(-n2c(SCC(=O)c3c(N)n(C4CC4)c(=O)[nH]c3=O)nnc2N2CCOCC2)c1	-20	-5	0.5	-14	-3	4	-1	-0.4	15
COc1cccc(C(=O)N/N=C(\C)c2cccc(NC(=O)c3ccc(F)cc3)c2)c1OC	-6	-23	3.7	38	-5	7	-3	1.0	0
Cc1ccc(C)c(N=Cc2c(O)c3ccccc3oc2=O)c1	7	-2	-0.1	.	-8	.	1	-0.5	5
CC1CN(C(=O)Nc2cccc(C(F)(F)F)c2)CC(C)O1 (centres undefined)	6	8	2.4	21	-19	7	-3	0.4	10
C#CC[N+]1(CC#Cc2ccc(C)cc2)CCCCC1	-15	-6	0.0	9	-9	2	-10	-0.3	10
Brc1ccc(-c2nnc(-c3ccccc3)o2)o1	4	-12	-0.1	-10	-12	7	-5	-0.4	-4
Cc1ccc(-n2c(SCC(=O)c3c(N)n(C)c(=O)n(C)c3=O)nc3sc4c(c3c2=O)CCCC4)c(C)c1	-1	4	-0.3	3	-5	2	-5	0.2	9
O=C(Nc1ccncc1)C1c2ccccc2Oc2ccccc21	17	-10	0.4	2	-16	17	1	5.8	-8
CCn1nnnc1SCC(=O)Nc1ccc(OCc2ccccc2)cc1	-4	1	0.1	6	-4	8	-4	1.0	17
O=C(CSc1nnc(NC(=O)c2ccccc2F)s1)NCC1CCCO1 (centres undefined)	-8	-8	1.0	1	1	0	-1	2.2	2

Molecules above with an aryl thioether with sulfur outside any ring, in the order listed:
SMILES	CHO-K1 Ca antag	CHO parental Ca	CHO-K1 Ca ag	TAAR1 antag	OXTR potentiate	TAAR1 ag	CHRM1 agonist	V1R ag counter	CHO-K1 Ca PAM
CSc1ccc(CNCC2CCCO2)cc1 (centres undefined)	-8	4	1.0	9	-3	3	-7	1.2	17
C=CCn1c(SCC(=O)Nc2cc(C)on2)nnc1C1COc2ccccc2O1 (centres undefined)	-14	-30	0.9	-2	-7	3	-4	-0.5	5
Cn1nnnc1SCC(=O)NCc1ccccc1	-1	-7	-0.2	-8	0	0	-3	-0.3	2
CC(=O)CSc1nnc(-c2ccc(S(=O)(=O)N3CCOCC3)cc2)n1C	-10	-2	2.3	3	-8	-2	-5	1.9	12
O=C(CSc1nc2ccccc2c(=O)[nH]1)N1CCN(c2ccccc2)CC1	4	-24	0.6	-18	-6	0	-1	0.1	3
Cc1cccc(-n2c(SCC(=O)c3c(N)n(C4CC4)c(=O)[nH]c3=O)nnc2N2CCOCC2)c1	-20	-5	0.5	-14	-3	4	-1	-0.4	15
Cc1ccc(-n2c(SCC(=O)c3c(N)n(C)c(=O)n(C)c3=O)nc3sc4c(c3c2=O)CCCC4)c(C)c1	-1	4	-0.3	3	-5	2	-5	0.2	9
CCn1nnnc1SCC(=O)Nc1ccc(OCc2ccccc2)cc1	-4	1	0.1	6	-4	8	-4	1.0	17
O=C(CSc1nnc(NC(=O)c2ccccc2F)s1)NCC1CCCO1 (centres undefined)	-8	-8	1.0	1	1	0	-1	2.2	2

Assay outcomes as filed in PubChem BioAssay.
